LAP4-GFP MLPCN: yeast TOR pathway LAP4-GFP modulation; S. cerevisiae LAP4-GFP multiplex, flow cytometry GFP, 3 h; median GFP as percent of DMSO wells; GFP response vs DMSO, % at 10 µM; 320,000 compounds, 0.34% hits;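 active = GFP response vs DMSO above a set limit, about the screen mean plus 3 SD, cut at about 150% in these data; inconclusive = under 70 cell events counted for the yeast strain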
RPL19A TOR yeast: yeast TOR pathway RPL19A-GFP modulation; S. cerevisiae RPL19A-GFP strain, flow cytometry, 3 h; active compounds read low; percent response vs DMSO, % at 10 µM; 330,000 compounds, 0.3% hits; AID 2025;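 active = percent response vs DMSO below 50%; inconclusive = fewer than 70 events counted for the yeast strain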;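 also: median channel GFP fluorescence of the barcoded RPL19A-GFP strain; ratio of sample median GFP to plate DMSO average so 100% = DMSO; lower means less RPL19A-GFP as with rapamycin TOR inhibition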
AGP1 TOR yeast: yeast TOR pathway AGP1-GFP modulation; S. cerevisiae AGP1-GFP multiplex flow cytometry, 3 h; GFP as percent of DMSO wells; GFP response vs DMSO, % at 10 µM; 320,000 compounds, 0.02% hits; AID 2066;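 active = GFP response relative to DMSO above a set limit, near screen average plus 3 SD, cut at about 150% in these data; inconclusive = fewer than 70 cells counted for the yeast strain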;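 also: median GFP channel fluorescence of the gated AGP1 strain per well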
VLA-4 inh: inhibition in a human VLA-4 binding assay; P13612; VLA-4 expressing cells, ligand binding flow cytometry; 330,000 compounds, 0.2% hits; inhibition, % (about 7 µM as worked out from the volumes in the protocol); in the data active = inhibition above about 50%
GRK2 aptamer HTS: human GRK2 inhibition via aptamer displacement. P25098. bead flow cytometry, FAM-aptamer displacement from GRK2. inhibition of aptamer binding, % at 10 µM. 330,000 compounds, 0.59% hits;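 active = inhibition of aptamer binding above 40%, roughly 3 SD of noise, on plates passing a quality check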;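 also: median bead fluorescence of bound FAM aptamer so fluorescent compounds give negative values; no value below 0 was filed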
Target sequence (P25098 whole entry, looked up): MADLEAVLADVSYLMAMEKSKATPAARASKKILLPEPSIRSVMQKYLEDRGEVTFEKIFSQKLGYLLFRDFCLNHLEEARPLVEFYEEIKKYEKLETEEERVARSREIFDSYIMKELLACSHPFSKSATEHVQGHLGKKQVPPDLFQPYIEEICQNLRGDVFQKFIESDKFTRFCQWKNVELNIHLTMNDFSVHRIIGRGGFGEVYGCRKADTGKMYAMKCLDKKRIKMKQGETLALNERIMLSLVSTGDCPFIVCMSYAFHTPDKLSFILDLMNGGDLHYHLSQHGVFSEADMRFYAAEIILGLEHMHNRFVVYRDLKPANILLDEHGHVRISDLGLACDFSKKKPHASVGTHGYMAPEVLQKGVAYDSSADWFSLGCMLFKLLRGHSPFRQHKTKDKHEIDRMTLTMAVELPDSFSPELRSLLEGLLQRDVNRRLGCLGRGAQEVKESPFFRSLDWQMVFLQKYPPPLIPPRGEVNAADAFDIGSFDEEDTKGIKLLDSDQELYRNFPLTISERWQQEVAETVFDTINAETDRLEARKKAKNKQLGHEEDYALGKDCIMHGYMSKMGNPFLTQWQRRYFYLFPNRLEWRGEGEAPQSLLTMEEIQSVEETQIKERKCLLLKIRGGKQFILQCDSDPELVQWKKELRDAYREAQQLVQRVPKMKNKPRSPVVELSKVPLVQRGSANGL
Yeast superoxide: yeast age-related superoxide inhibition as caloric restriction mimetic; S. cerevisiae aged cells, superoxide DHE fluorescence; active compounds read low; AID 2690; superoxide response (% of plate mean), % at 10 µM; 330,000 compounds, 0.18% hits;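 active = superoxide response under a set limit, about three screen SD below normal, cut at about 65% in these data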;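 also: yeast aged for seven days with compound at 30 °C before DHE staining; 100% = average MFI of all compound-treated wells on the plate with controls excluded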
MEP2 TOR yeast: modulators of TOR pathway MEP2-GFP in S. cerevisiae. GFP response vs DMSO, % at 10 µM. S. cerevisiae MEP2-GFP strain, flow cytometry GFP, 3 h; 100% = DMSO control level. 330,000 compounds, 0.51% hits;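 active = GFP response versus DMSO above a set limit, roughly screen mean plus 3 SD, cut at about 180% in these data; inconclusive = fewer than 70 cells counted for a yeast strain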;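 also: median GFP fluorescence of the barcode-gated MEP2-GFP cells per well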
CIT2-GFP yeast: yeast TOR pathway CIT2-GFP modulation; S. cerevisiae CIT2-GFP strain, flow cytometry, 3 h; 100 means same as DMSO wells; 320,000 compounds, 0.065% hits; GFP response vs DMSO, % at 10 µM;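 active = GFP response relative to DMSO above a set limit, near the screen mean plus 3 SD, cut at about 150% in these data; inconclusive = Fewer than 70 cells measured for a yeast strain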;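 also: ratio of well median GFP fluorescence to mean of DMSO wells on the plate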
* = called active by the depositor; i = inactive; ? = inconclusive; . = not tested or not shown; & = joins results of further samples; [ ] = another dose, or the depositor's remark.

SMILES | LAP4-GFP MLPCN | RPL19A TOR yeast | AGP1 TOR yeast | VLA-4 inh | GRK2 aptamer HTS | Yeast superoxide | MEP2 TOR yeast | CIT2-GFP yeast
CC(C)C[C@H](NC(=O)c1[nH]cnc1C(=O)N[C@@H](Cc1ccccc1)C(=O)OCc1ccccc1)C(=O)OCc1ccccc1 | 105 | 98 | 80 | -4 | 1 | 108 | 109 | 73
COc1ccc(-c2c(NC(=O)c3ccco3)n(-c3ccccc3)nc(C)c2=O)cc1 | 104 | 94 | 101 | -4 | 0 | 107 | 90 | 97
Cc1cc(C)n(C(=O)c2cccc(S(=O)(=O)N3CCCCC3)c2)n1 | 101 | 99 | 99 | 1 | 0 | 114 | 92 | 97
CCOc1ccc(/C=N/Nc2ccc(Cl)nn2)c(O)c1 | 100 | 104 | 99 | 10 | 0 | 102 | 110 | 102
CCOC(=O)c1ccc(NC(=O)CN2C(=O)CCC2=O)cc1 | 92 | 100 | 103 | -14 | 0 | 115 | 107 | 106
COC(=O)CC(NS(=O)(=O)c1cccs1)c1cccc2ccccc12 (stereo not drawn) | 110 | 100 | 104 | -19 | 2 | 95 | 105 | 106
Cn1c(=O)c2c(n(Cc3ccccc3)c1=O)NC(=O)C2CC(=O)O (stereo not drawn) | 106 | 105 | 103 | -5 | 2 | 87 | 105 | 104
COc1ccc(N=C2SC(CC(=O)Nc3ccccc3)C(=O)N2Cc2ccco2)cc1 (stereo not drawn) | 93 | 101 | 97 | -18 | 0 | 97 | 96 | 102
COC(=O)c1ccc(CN2CCc3ccc(NC(=O)c4ccncc4)cc3C2)cc1 | 82[may fluoresce red and violet] | ? | ? | -12 | 0 | 108 | 95[may fluoresce red and violet] | ?
CC(=O)c1c(C)[nH]c(C(=O)COc2ccc3c(C)cc(=O)oc3c2)c1C | 108 | 102 | 110 | 0 | 0 | 92 | 104 | 112
O=C1c2cc(S(=O)(=O)NCCCO)ccc2-c2ccc(S(=O)(=O)NCCCO)cc21 | 102 | 113 | 114 | -6 | 4 | 107 | 104 | 111
COc1ccc(C)cc1S(=O)(=O)N1CCCC(C(=O)N2CCN(c3ccccc3)CC2)C1 (stereo not drawn) | 102 | 102 | 103 | 2 | 0 | 103 | 98 | 104
CC(C)C(C)NC(=O)CN1C(=O)NC2(CCCc3ccccc32)C1=O (stereo not drawn) | 95 | 101 | 105 | 2 | 0 | 88 | 99 | 102
CCOC(=O)C(NC(C)=O)(NS(=O)(=O)c1ccccc1)C(F)(F)F (stereo not drawn) | 89 | 91 | 101 | 13 | 3 | 104 | 97 | 90
COc1cccc(CN2CCN(C(=O)c3cc(-c4ccncc4)nc4ccc(C)cc34)CC2)c1 | 92 | 102 | 109 | -4 | 0 | 106 | 104 | 103
O=C(NCc1cccnc1)NC(=O)c1ccc(Cl)cc1 | 93 | 101 | 101 | -17 | 6 | 94 | 104 | 104
Cc1cccc(NC(=O)c2cc([N+](=O)[O-])ccc2NCC2CCCO2)n1 (stereo not drawn) | 106 | 99 | 104 | -2 | 0 | 95 | 105 | 96
COc1cc(CNCCCN2CCOCC2)ccc1OCC(=O)NC(C)(C)C | 109 | 103 | 112 | 8 | 0 | 96 | 97 | 102
Nc1ccc(-c2nc3cc(N)ccc3o2)cc1 | 83 | 99 | 97 | 7 | 0 | 100 | 103 | 98
COc1ccc(-c2cc(=O)c(C(=O)c3ccc(C)cc3)n[nH]2)cc1 | 99 | 99 | . | -1 | 1 | 118 | 100 | 115
c1ccc(CCc2nn3c(Cc4ccccc4)nnc3s2)cc1 | 96 | 100 | 105 | -6 | 0 | 94 | 93 | 119
CCCn1c(C(C)Nc2nc(-c3ccc(C)cc3)cs2)nc2cc(Cl)c(N3CCCCC3)cc21 (stereo not drawn) | 120 | 99 | 89 | 5 | 0 | 96 | 93 | 86
Cc1ccc(-c2nnc(Nc3ccc4c(c3)OCO4)c3ccccc23)cc1S(=O)(=O)NC(C)C | 96 | 100 | 100 | 8 | 5 | 103 | 106 | 105
Cc1ccc(N(c2ncnc(N)c2[N+](=O)[O-])C2CCCCC2)cc1 | 102 | 108 | 111 | 2 | 0 | 87 | 108 | 105
CN(CC(=O)Nc1ccc([N+](=O)[O-])cc1Br)Cc1c(F)cccc1Cl | 110 | 99 | 94 | 2 | 1 | 99 | 94 | 99
CC1(C)Cc2cccc(Oc3ccc(S(=O)(=O)N4CCCC4)cn3)c2O1 | 101 | 100 | 96 | 8 | 1 | 104 | 99 | 98
CCOc1ccc(N(CC(=O)N2CCCCCC2)S(=O)(=O)c2ccc(C)cc2)cc1 | 102 | 99 | 102 | 2 | 0 | 101 | 98 | 104
CCOC(=O)c1ccc(NC(=S)N(CCCN2CCCCC2)Cc2ccco2)cc1 | 96 | 98 | 103 | 18 | 0 | 107 | 105 | 102
COc1cc(CNCc2c[nH]c3ccccc23)cc(OC)c1 | 108 | 109 | 98 | 7 | 0 | 90 | 102 | 104
O=C(Nc1ccc(F)cc1)Nc1ccccc1N1CCCCC1 | 100 | 95 | 97 | 12 | 0 | 104 | 91 | 99
Cc1ccc(C2(C)NC(=O)N(CCOc3ccccc3)C2=O)cc1 (stereo not drawn) | 103 | 97 | 102 | 24 | 0 | 121 | 103 | 101
O=C(CSc1nc(Nc2ccccc2)nc(N2CCOCC2)n1)Nc1ccc2c(c1)OCCO2 | 98 | 101 | 102 | 7 | 2 | 99 | 109 | 96
Cc1ccc(NC(=O)c2ccc3c(c2)CCN3S(C)(=O)=O)cc1C | 103 | 101 | 98 | -13 | 1 | 100 | 111 | 98
CCc1nc2c(sc3nc4c(cc32)COC(C)(C)C4)c(=O)n1CCN(CC)CC | 98 | 102 | 103 | 4 | 0 | 90 | 100 | 92
CC1CCCCC1NC(=O)CSc1nnc(-c2ccncc2)n1CCCN(C)C (stereo not drawn) | 105 | 104 | 105 | 5 | 0 | 90 | 105 | 117
Cc1ccc(NC(=S)Nc2ccc3nc(-c4ccccn4)c(-c4ccccn4)nc3c2)cc1C | 97 | 95 | 96 | 14 | 2 | 80 | 95 | 96

Single entries from the list.
RPL19A TOR yeast result of `CN(CC(=O)Nc1ccc([N+](=O)[O-])cc1Br)Cc1c(F)cccc1Cl` is entered as 99
RPL19A TOR yeast result of `O=C(Nc1ccc(F)cc1)Nc1ccccc1N1CCCCC1` is entered as 95

Later entries
SMILES | LAP4-GFP MLPCN | RPL19A TOR yeast | AGP1 TOR yeast | VLA-4 inh | GRK2 aptamer HTS | Yeast superoxide | MEP2 TOR yeast | CIT2-GFP yeast
COc1ccc(CNC(=O)CS(=O)Cc2nc(-c3ccccc3C)oc2C)cc1 (stereo not drawn) | 93 | 102 | 105 | -17 | 0 | 85 | 92 | 106
CNC(=O)COc1coc(CN2CCN(c3ccccc3)CC2)cc1=O | 105 | 101 | 108 | -5 | 3 | 82 | 110 | 107
COC(=O)c1ccc(C(=O)Nc2ccc3nc(-c4ccncc4)[nH]c3c2)cc1 | 95 | 108 | 94 | 8 | 3 | 101 | 111 | 103
Nc1ccc(NC(=S)Nc2ccccc2)cc1 | 88 | 101 | 99 | -2 | 0 | 92 | 102 | 95
COc1ccc(-c2nnc(NC(=O)c3ccco3)s2)cc1 | 89 | 90 | 82 | 2 | 3 | 106 | 87 | 75
CC(=Nc1ccc(Br)cc1)c1sc2ccccc2c1O | 104 | 105 | 105 | 9 | 0 | 91 | 104 | 113
Cc1ccccc1CNc1ncnc2cc(Cl)ccc12 | 92 | 103 | 99 | 5 | 0 | 94 | 108 | 105
COc1ccc(C(=O)N(C)c2ccccc2C(=O)NCCc2ccccc2)cc1 | 83 | 109 | 102 | i | 0 | 104 | 111 | .
COC(=O)c1ccc(OCC(=O)NCCC2=CCCCC2)c(OC)c1 | 104 | 100 | 96 | -9 | 1 | 85 | 110 | 103
O=C(CN1C(=O)NC2(CCCc3ccccc32)C1=O)c1ccc(F)cc1 (stereo not drawn) | 86 | 92 | 97 | 13 | 0 | 131 | 91 | 93
CCC(C)NC(=O)CSC1=Nc2ccccc2C2=NC(CCC(=O)NCc3ccco3)C(=O)N12 (stereo not drawn) | 104 | 100 | 105 | 6 | 0 | 106 | 106 | 102
COc1ccc(/C=C/C(=O)N2CCN(C)CC2)cc1OC | 95 | 101 | 99 | 8 | 2 | 94 | 99 | 96
Cc1ccc(NC(=O)CN(C)C(=O)CSc2nnc(N)s2)cc1 | 103 | 99 | 104 | -4 | 3 | 81 | 100 | 99
COC(=O)[C@H](Cc1ccccc1)NC(=O)[C@@H](N)CC(=O)O | 97 | 91 | 81 | -8 | 0 | 100 | 91 | 89
Cc1ccc(-c2csc(=S)n2CC(=O)OCC(=O)NC(C)C(C)C)cc1 (stereo not drawn) | 102 | 103 | 97 | 0 | 0 | 127 | 101 | 95
CCN1CCN(C(c2ccccc2)c2nnnn2Cc2ccc3c(c2)OCO3)CC1 (stereo not drawn) | 87 | 93 | 92 | 12 | 3 | 118 | 90 | 96
CCN(CCCNC(=O)C1CCC(=O)N1Cc1ccc(F)cc1)c1cccc(C)c1 (stereo not drawn) | 108 | 106 | 113 | -10 | 0 | 112 | 115 | 116
COc1ccc(N2CCN(CCNS(=O)(=O)c3ccc(C)cc3)CC2)cc1 | 94 | 103 | 95 | 3 | 1 | 97 | 101 | 105
CCOC(=O)C1=C(CN2CCN(C(=O)OCC)CC2)NC(=O)NC1c1ccc2c(c1)OCO2 (stereo not drawn) | 103 | 99 | 101 | 17 | 1 | 91 | 105 | 100
Cc1ccc(-c2nn3c(C)nnc3c3ccccc23)cc1S(=O)(=O)NC(C)(C)CO | 100 | 98 | 110 | -8 | 10 | 87 | 107 | 109
O=S(=O)(N/N=C1/CC(c2ccccc2)Oc2ccccc21)c1ccc(Br)cc1 (stereo not drawn) | 94 | 98 | 100 | -15 | 0 | 98 | 91 | 100
COc1cccc(C2C(C#N)=C(C)NC3=C2C(=O)CC(C)(C)C3)c1 (stereo not drawn) | 94 | 102 | 99 | 10 | 0 | 90 | 99 | 100
Cc1cc(C)c2c(CC(=O)NCCc3ccccc3)coc2c1 | 105 | 105 | 97 | 1 | 2 | 88 | 98 | 98
Cc1ccc(-c2cc(C(=O)N/N=C/c3ccc([N+](=O)[O-])o3)c3ccccc3n2)o1 | 71 | 110 | 99 | -7 | 7 | 132 | 105 | 93
COc1cccc(CN2CCNC(=O)C2CC(=O)N(C)C2CCOCC2)c1 (stereo not drawn) | 100 | 98 | 99 | -95 | 3 | 85 | 104 | 95
CCOc1cccc(/C=N/NC(=O)c2cc(C3CC3)[nH]n2)c1O | 104 | 103 | 100 | 15 | 1 | 99 | 103 | 107
COc1ccc(C)cc1NC(=O)CNc1ccccc1CN(C)C1CCCCC1 | 101 | 98 | 96 | 6 | 0 | 101 | 94 | 93
CCn1c(CN2CCN(c3ccc(Cl)cc3)CC2)nc2ccccc21 | 95 | 93 | 92 | 19 | 0 | 101 | 91 | 90
c1ccc2c(c1)nc1n2CN(Cc2ccc3c(c2)OCO3)CN1 | 78 | 96 | 105 | 21 | 0 | 103 | 92 | 86
O=C(O)CC1S/C(=N/N=C/C=C/c2ccccc2)NC1=O (stereo not drawn) | 99&98 | 97&98 | 96&100 | 10&11 | 0&0 | 102&94 | 91&104 | 91&100
COc1cccc(C(C(=O)NC2CCCCC2)N(C(=O)c2cccs2)c2ccc3c(c2)OCO3)c1 (stereo not drawn) | 90 | 106 | 101 | -7 | 4 | 103 | 106 | 108
C[C@H]1CN=C(N(C)C)N1CCc1cccc(F)c1 | 90 | 96 | 101 | -6 | 3 | 83 | 104 | 98

High-throughput results: PubChem BioAssay, NMMLSC
